Screening results (PubChem BioAssay)
DAX1 inh-1: blocks DAX1 repression of SF-1 activated StAR promoter | HEK293T StAR-luciferase reporter, SF-1/DAX-1 repression relief | AID 652010 | 370,000 tested, 1.1% active | inhibition, % at 6.8 µM;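 active = inhibition above the mean over all tested compounds plus 3 SD, cut at about 3.6% in these data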;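 also: 0% = DAX-1 cells with DMSO and 100% = cells lacking DAX-1 with DMSO; higher inhibition means more luminescence from relief of DAX-1 repression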
SMARCA2 activ: activators of SMARCA2 function; MG213 cells, MMTV-luciferase reporter, dexamethasone, overnight; 370,000 tested, 1% active; activation, % at 9.1 µM; in the data active = activation above about 7.8%;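 also: 0% = vehicle wells and 100% = reference activator wells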
NPR1 activator: GC-A (human) enzyme activation. 370,000 tested, 0.14% active. HEK293 GC-A cells, cGMP TR-FRET, EC30 ANP; 0% at EC30 ANP, 100% saturating ANP. activation, % at 10 µM. P16066. AID 1671463; in the data active = activation above about 40%
FXN GAA850 act: increases GAA850 frataxin promoter reporter activity | HEK293 lucGAA850 FXN promoter luciferase reporter, 24 h; percent of 10 µM SAHA response | 360,000 tested, 0.56% active | activation, % at 6 µM | AID 540364;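 active = activation above the average of all compounds screened plus 3 SD, cutoff fixed separately per campaign, cut at about 7.5% in these data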;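 also: 0% = DMSO wells and 100% = 10 µM SAHA wells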
PG9 binder: small molecules binding HIV-1 gp120 antibody PG9; 360,000 tested, 0.43% active; TR-FRET gp120-PG9 antibody binding; inhibition, % at 6.7 µM; in the data active = inhibition above about 8.5%
ADAM17 inh: inhibits human ADAM17; P78536; recombinant ADAM17, EDANS/DABCYL FRET peptide cleavage; inhibition, % at 6.95 µM; 370,000 tested, 0.83% active;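 active = inhibition above the mean of compounds lying between control limits plus 3 SD, set per campaign, cut at about 8.5% in these data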;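 also: 0% = DMSO-only wells as the low control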
hgDAF12 agonist: hgDAF-12 agonism, primary luciferase screen | HEK293 GAL4-hgDAF12 UAS-luciferase reporter, agonist luminescence; normalized to butyrate control | activation, % at 6.8 µM | 370,000 tested, 1.8% active;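 active = activation above a cutoff set at the mean of all screened compounds plus 3 SD, cut at about 10% in these data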;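 also: 0% = DMSO wells and 100% = sodium butyrate wells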
DAX1 inh-2: inhibits human nuclear receptor DAX1 | HEK293 Gal4-DAX1 luciferase reporter, luminescence | inhibition, % at 6.75 µM | 340,000 tested, 0.99% active | AID 504766;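 active = inhibition above the mean over all tested compounds plus 3 SD, cut at about 4.2% in these data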;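 also: 0% = DAX1-transfected cells with DMSO and 100% = empty-vector control cells with DMSO; inhibition shows as a rise in luminescence from relieved DAX1 repression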
Target sequence (P51843 207-470 limits assumed): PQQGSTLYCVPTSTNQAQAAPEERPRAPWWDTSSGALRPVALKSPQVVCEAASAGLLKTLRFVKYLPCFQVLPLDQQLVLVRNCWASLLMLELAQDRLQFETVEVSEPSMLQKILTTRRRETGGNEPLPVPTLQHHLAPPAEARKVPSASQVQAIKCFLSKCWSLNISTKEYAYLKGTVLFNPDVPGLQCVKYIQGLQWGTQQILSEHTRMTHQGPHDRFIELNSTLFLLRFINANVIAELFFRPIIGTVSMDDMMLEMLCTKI
ssDAF-12 act: activates DAF-12 receptor from parasite S. stercoralis | activation, % at 6.8 µM | 370,000 tested, 1% active | HEK293 ssDAF-12/GRIP1 lit1-tk-luc reporter, luminescence; % of 3 µM dafachronic acid response | AID 652126;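 active = activation above the mean over all tested compounds plus 3 SD, cut at about 0.9% in these data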;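 also: 0% = DMSO-only wells and 100% = 3 µM delta7-dafachronic acid wells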
ADAM10 inh: inhibits human ADAM10. O14672. recombinant ADAM10, EDANS/DABCYL FRET peptide cleavage, 3 h. inhibition, % at 7 µM. 370,000 tested, 0.62% active;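 active = inhibition above a per-campaign cutoff equal to the mean of compounds falling between control-based bounds plus 3 SD, cut at about 20% in these data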;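 also: 0% = DMSO wells while the 100% control is not disclosed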
Target sequence (O14672 214-748 limits assumed): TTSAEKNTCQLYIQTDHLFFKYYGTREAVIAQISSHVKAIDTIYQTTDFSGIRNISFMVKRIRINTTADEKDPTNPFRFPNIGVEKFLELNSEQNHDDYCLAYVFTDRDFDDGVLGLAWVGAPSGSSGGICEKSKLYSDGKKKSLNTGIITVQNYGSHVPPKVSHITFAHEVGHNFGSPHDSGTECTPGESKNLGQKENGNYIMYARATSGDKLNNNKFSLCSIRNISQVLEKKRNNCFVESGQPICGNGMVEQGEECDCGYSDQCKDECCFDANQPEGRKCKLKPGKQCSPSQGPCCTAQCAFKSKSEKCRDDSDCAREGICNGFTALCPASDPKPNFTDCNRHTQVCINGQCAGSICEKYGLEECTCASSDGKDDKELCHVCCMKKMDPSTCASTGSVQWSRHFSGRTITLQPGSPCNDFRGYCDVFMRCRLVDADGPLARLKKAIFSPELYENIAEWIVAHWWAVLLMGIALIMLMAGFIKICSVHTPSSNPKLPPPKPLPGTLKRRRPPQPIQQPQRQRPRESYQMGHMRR
hcDAF12 agonist: H. contortus DAF-12 activation, primary screen; HEK293 hcDAF-12 lit1-tk-luc reporter, luminescence; 0% DMSO, 100% Δ7-dafachronic acid; activation, % at 6.8 µM; 370,000 tested, 1.4% active;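 active = activation above the mean of all tested compounds plus 3 SD, cut at about 5.5% in these data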;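 also: 100% = response to 3 µM Δ7-dafachronic acid high control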
* hit, by the source's call; nt = not tested or not shown.

SMILES	DAX1 inh-1	SMARCA2 activ	NPR1 activator	FXN GAA850 act	PG9 binder	ADAM17 inh	hgDAF12 agonist	DAX1 inh-2	ssDAF-12 act	ADAM10 inh	hcDAF12 agonist
COc1ccc(N2C(=O)CC(Sc3n[nH]c(-c4cccc(C)c4)n3)C2=O)cc1 (stereo not given)	0.0	5	-1	-0.4	-1.1	-1	0.9	nt	0.2	10	0.9
COc1ccc(C(CNc2ccc(S(=O)(=O)N3CCCC3)cc2[N+](=O)[O-])N2CCCC2)cc1 (stereo not given)	-0.2	0	-7	-4.7	-2.6	3	-0.5	1.4	-1.3	6	-0.2
Cc1cccc(N(C)S(=O)(=O)c2c(C)[nH]c(C)c2C(=O)N2CCCC2)c1	-0.3	-3	0	-0.4	-2.4	-2	0.5	0.8	-1.0	0	-2.4
N#CCCNCC1(c2ccccc2)CCCC1	0.2	0	3	-0.6	-2.3	-2	0.8	0.8	-1.2	3	0.0
CC(=O)Nc1sc(/C(C#N)=C\c2cccc(Cl)c2)nc1-c1ccc(C)cc1	0.0	-2	31	-0.6	4.3	1	5.0	0.1	-0.7	-17	-0.1
Cc1ccc(C(=O)Nc2ccccc2)cc1S(=O)(=O)N1CCN(C)CC1	0.7	-2	-3	2.6	-0.6	2	-1.7	-1.4	-1.2	-9	-0.3
COc1cc(O)oc1C=Nc1ccc(Cl)cc1Cl	1.3	-2	4	-1.2	2.9	-4	0.2	-0.6	-1.4	-10	-0.4
CC1(C)Cc2nc(-c3ccccc3)nc(NNC(=O)c3ccco3)c2CO1	-0.2	3	2	2.6	-0.7	-3	-3.4	0.8	-1.1	7	3.3
Cc1cc(N/N=C\c2ccccc2)nc(-c2ccccc2O)n1	-0.5	13*	14	2.5	-1.6	1	1.8	-2.2	0.0	0	-0.4
O=C(NCc1ccncc1)Nc1ccc(Cl)cc1Cl	-0.2	-3	0	0.2	-2.1	1	-2.3	0.1	-1.6	4	0.4
CCC1NC(=O)c2cccnc2-n2c1nc1ccc(F)cc1c2=O (stereo not given)	-0.7	-1	1	-0.2	0.3	2	-2.1	0.2	-0.6	-3	-0.3
O=C(O)c1ccccc1NS(=O)(=O)c1ccc2c(c1)OCCO2	0.0	-3	-1	1.2	-1.4	0	-1.0	-0.6	-0.3	-10	0.3
COc1ccc2ccccc2c1CN1CCN(c2ncc(Cc3ccccc3)cn2)CC1	0.5	-6	1	nt	-2.9	-6	-3.8	nt	-1.0	-14	-0.1
COc1ccc(C2CC(=O)C(c3ccc(F)cc3)=CN2Cc2ccccc2)cc1 (stereo not given)	-1.2	-2	-3	nt	-0.7	4	0.3	nt	-1.3	-4	-3.2
Cc1ccc(O)c(C(=O)c2cnc3c(c2)c(C)nn3C)c1	0.1	-3	7	1.3	-0.3	-5	-1.5	-0.4	-1.2	-8	-1.1
CN(C)[C@H]1CCN(c2ccc3c(c2)OCCCN(C2CC2)S3(=O)=O)C1	-0.7	-3	1	nt	nt	-4	0.5	nt	0.4	-9	-0.6
COc1ccc(-n2nnnc2SCC(=O)N2C(C)CCCC2C)c(OC)c1 (stereo not given)	0.2	0	2	-0.4	-0.7	-3	-0.3	-2.0	-1.4	11	-2.0
C=CCn1c(SCC(=O)Nc2cc(C)on2)nc2c([nH]c3ccccc32)c1=O	-0.8	-1	23	-0.5	-1.0	-4	3.4	-0.3	0.7	-6	3.5
O=C(NC1CCCCC1)C(c1ccco1)N(Cc1ccco1)C(=O)c1ccco1 (stereo not given)	-0.5	-3	-5	0.8	-0.9	5	0.1	0.4	-0.8	-6	-1.3
Cc1ccc2c(Cl)c(C(=O)Nc3ccc4c(c3)OCO4)sc2c1	0.9	4	-1	4.0	14*	-5	2.6	-1.1	-0.8	-9	-0.3
CCOc1ccc(N2C(=O)CC(Cc3ccccc3OC)C2=O)cc1 (stereo not given)	-0.1	-4	-1	1.8	0.6	-3	0.5	1.5	-1.3	-6	-1.6
CC(C)(c1ccccc1)c1ccc(OCCn2cnc3ccccc3c2=O)cc1	0.5	-2	-10	-0.1	-1.4	9.6*	-1.1	-0.9	-1.0	16	-1.2
Cc1c(Cl)cccc1Nc1nc(N)nc(CSC(=S)N2CCOCC2)n1	0.0	0	8	4.3	-0.4	-1	1.0	0.1	-1.5	-3	-0.1
CC(Sc1ccccc1)C(=O)NCC(c1ccco1)N1CCCCC1 (stereo not given)	0.3	-1	-4	-1.5	0.9	1	0.7	1.3	-1.1	1	-1.0
CC(=O)Nc1cc2c(cc1C(=O)c1ccc(C)cc1)OCCO2	-0.5	-1	0	3.0	-1.9	1	-0.5	1.4	-1.3	6	-1.1
O=C([O-])c1cc(-c2ccccc2)cc(-c2ccccc2)[n+]1CCc1ccc(Cl)cc1	-0.7	-2	1	-0.8	0.1	4	1.8	1.0	-1.8	-10	-1.5
Cn1cnnc1Sc1ccc(CN2CCN(C3CCCC3)C(CCO)C2)o1 (stereo not given)	0.4	4	4	-0.8	-3.4	0	1.2	1.0	-1.1	-2	-1.8
O=C(O)COc1cccc2nsnc12	0.8	-2	2	1.8	-2.8	-2	3.2	0.9	-1.1	-13	-0.6
O=C(O)COc1ccccc1/C=N/NC(=O)CN1CCN(Cc2ccc(Cl)cc2)CC1	-0.1	-3	-1	1.4	-0.7	-6	-0.4	0.1	-1.3	-14	-1.0
CC1(C)NC(=O)N(CCCCOc2ccc3c(c2)CCC3)C1=O	-0.2	-3	10	2.8	1.4	4	-0.8	-1.1	-1.3	5	-0.5
COc1ccccc1N(CC(O)Cn1c2ccccc2c2ccccc21)S(=O)(=O)c1ccccc1 (stereo not given)	0.2	-2	-26	-0.8	-2.5	6	-2.7	-0.6	-1.0	8	0.1
Cc1occc1-c1nnc(SCC(=O)NCc2ccco2)n1CC(C)C	-0.4	-3	3	0.3	-0.3	0	-1.7	3.3	-1.1	-5	-0.2
COc1ccc(C=NNC(=O)c2ccccc2OCc2ccc(F)cc2)c(OC)c1	-0.6	-1	-4	-1.1	-0.6	2	-1.8	0.6	-1.0	0	2.4
CCCCn1cnc2sc(-c3ccccc3)cc2c1=O	1.8	7.8*	-9	3.0	-2.0	-4	10*	2.7	0.0	1	1.9
COc1ccc(OCc2csc(N)n2)cc1	2.0	5	0	3.0	-0.3	-2	5.9	0.0	-0.8	-1	2.2
COc1ccccc1NC(=O)CN1CCN(CC(=O)Nc2ccc(S(N)(=O)=O)cc2)CC1	-0.6	-1	1	0.5	0.4	3	-3.9	-1.2	-1.3	3	-1.4
S=C(NCCc1ccccc1)N/N=C/c1c(Cl)cccc1Cl	0.5	-2	3	2.5	-3.1	7	-0.9	0.8	-1.7	10	-0.4
COc1ccc(CCNC(=O)CN2C(=O)NC3(CCOc4ccccc43)C2=O)cc1 (stereo not given)	0.1	-2	3	1.5	0.3	-1	3.2	0.1	-0.8	-1	-0.4
O=C(NNc1c2ccccc2nc2ccccc12)c1ccccc1Cl	-0.7	3	8	2.8	-6.3	-136	-1.9	-0.6	-1.3	-313	-1.6
COC(=O)c1ccc2c(=O)n3c(nc2c1)SCC(c1ccccc1)=N3	0.7	0	-1	0.0	0.3	-3	5.1	-0.7	-0.4	-31	0.4
Cn1nc(-c2ccccc2F)c2cc(C(=O)N3CCN(C(=O)c4ccco4)CC3)sc21	-0.5	0	2	-1.9	-3.0	-4	-3.1	-1.5	-1.2	4	-3.6
N/C(=N\OC(=O)c1cccs1)c1ccc(Cl)cc1	0.9	1	7	1.6	-0.3	-1	8.1	nt	-0.5	4	2.0
O=C1[C@@H](Oc2ccccc2)[C@@H](c2ccncc2)N1c1ccncc1	-0.3	0	-11	2.9	-0.2	-2	2.3	0.1	-1.0	-10	1.3
CCCc1cc(=O)[nH]c(SCC(=O)c2cc(C)n(CC(F)(F)F)c2C)n1	0.5	-4	-3	1.6	0.3	-5	-2.8	-1.2	-0.8	5	-1.2
CC(=O)Nc1ccc(Nc2nnc(-c3ccc(C)c(S(=O)(=O)NCCO)c3)c3ccccc23)cc1	-0.9	0	6	2.4	-0.6	2	-1.5	0.6	-0.9	9	-0.3
CCC(C)CN1C(=O)CSCC1(C)C(=O)Nc1ccc2c(c1)OCCO2 (stereo not given)	1.1	3	1	nt	0.7	0	0.0	nt	-0.5	2	-0.6
N#CSCC(=O)c1cccc2ccccc12	-0.2	-4	-2	6.1	-0.3	5	2.1	-0.2	-1.0	3	1.0
Cc1ccc(NC(=O)CSCC(=O)N2CCN(Cc3ccc4c(c3)OCO4)CC2)cc1	-0.4	-2	-2	-1.4	-1.2	-1	-0.5	-0.2	-1.0	3	-0.2
Cn1cc(CC(=O)NCCN2CCOCC2)c2ccccc21	0.2	-2	0	2.5	-1.4	-4	-1.4	-1.2	-0.9	-17	-0.8
COC(=O)C1=C(C)N(Cc2ccc(C(F)(F)F)cc2)C(=NCc2ccc(OC)cc2)NC1c1cccc(Cl)c1 (stereo not given)	-2.1	-8	-9	nt	1.9	3	-1.4	nt	-1.4	15	-0.3
O=C(NC(=O)N1CCN(C(c2ccccc2)c2ccccc2)CC1)c1ccccc1	0.2	-1	-2	-0.6	2.3	0	-4.7	-0.8	-0.9	6	0.3
C/C(=N/NC(=O)c1ccccn1)c1ccco1	5.5*	3	0	2.1	-0.2	-4	13*	-0.2	0.9	1	2.7
C[C@H](CO)N1C[C@H](C)[C@H](CN(C)Cc2ccc(F)cc2)Oc2ncc(Br)cc2C1=O	-0.6	-1	1	nt	-1.6	-6	-4.0	nt	-0.6	-12	0.9
COc1ccc(CNCC(O)(c2ccccc2)c2ccccc2)cc1OC	-1.6	-8	-36	-4.3	-3.6	0	-3.2	-0.5	-1.3	3	-1.6
C=CCn1c(SCn2nnc3ccccc3c2=O)nnc1C1CCCCC1	-0.8	0	-1	0.7	-1.5	-5	-1.8	0.7	-1.4	-8	-1.1
O=C(CN1CCN(Cc2ccc(F)cc2Cl)C1=O)NCCc1ccccc1	0.8	5	-4	1.0	1.7	2	3.8	-0.7	-1.4	6	2.3
CNC(=S)N1N=C(c2ccccc2)CC1c1ccccc1Cl (stereo not given)	0.4	6	-9	2.7	-3.8	-1	-1.0	2.9	0.2	-9	0.2
N#Cc1ccccc1OCC(=O)Nc1ccc(S(=O)(=O)N2CCOCC2)cc1	-0.6	9.6*	-5	1.6	-1.8	-2	-4.1	0.8	-1.2	-7	-2.0
COc1ccc(CCCNC(=O)C2(C)Cc3c(-c4ccc5c(c4)OCO5)ccnc3O2)cc1 (stereo not given)	-1.7	-1	-12	-4.0	-0.5	-5	2.2	nt	-1.5	-13	-2.0
COc1ccc2nc3cc(Cl)ccc3c(C#N)c2c1	0.8	6	1	2.3	-3.9	-16	-1.7	0.8	-1.3	-40	1.2

Quoted at random: 2 entries already listed
SMILES	DAX1 inh-1	SMARCA2 activ	NPR1 activator	FXN GAA850 act	PG9 binder	ADAM17 inh	hgDAF12 agonist	DAX1 inh-2	ssDAF-12 act	ADAM10 inh	hcDAF12 agonist
C=CCn1c(SCn2nnc3ccccc3c2=O)nnc1C1CCCCC1	-0.8	0	-1	0.7	-1.5	-5	-1.8	0.7	-1.4	-8	-1.1
N/C(=N\OC(=O)c1cccs1)c1ccc(Cl)cc1	0.9	1	7	1.6	-0.3	-1	8.1	nt	-0.5	4	2.0
